# Screening results: PubChem, National Center for Advancing Translational Sciences (NCATS)
# GLP1R cytotox – qHTS of GLP-1 Receptor Inverse Agonists: Cytotox Screen; AID 624418, 2012; 0.13% of 410,000 active; HEK293 cAMP-luciferase reporter cells, luminescence, 24 h; Potency, µM (series often up to 38.3 µM), inactives show at the highest dose activity change, negative = inhibition, most hits filed as inhibitors;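 also: loss of luciferase light is scored as toxicity; % is scaled to controls: 0 for no effect and ±100 for the full control effect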
#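 Luminescence readout: signal drop marks cytotoxicity. Plated cells grew 12 h at 37 °C, 5% CO2, received 23 nL compound for 24 h, then got luciferase reagent, read after 12 min at RT.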
# GLP1R inv ag – qHTS of GLP-1 Receptor Inverse Agonists (Inhibition Mode); HEK293 GLP-1R CRE-luciferase, luminescence, 24 h; GLP-1R form is constitutively active; Potency, µM (titrated, usually from 38.3 µM), for the others: at the top dose activity change, negative = inhibition, usual class: inhibitors; 1.6% of 410,000 active; AID 624417, 2012; also: % is scaled to controls: 0 for no effect and ±100 for the full control effect; nearly all actives have a fitted effect of over 55% in size
# Target sequence (P43220 whole entry, looked up): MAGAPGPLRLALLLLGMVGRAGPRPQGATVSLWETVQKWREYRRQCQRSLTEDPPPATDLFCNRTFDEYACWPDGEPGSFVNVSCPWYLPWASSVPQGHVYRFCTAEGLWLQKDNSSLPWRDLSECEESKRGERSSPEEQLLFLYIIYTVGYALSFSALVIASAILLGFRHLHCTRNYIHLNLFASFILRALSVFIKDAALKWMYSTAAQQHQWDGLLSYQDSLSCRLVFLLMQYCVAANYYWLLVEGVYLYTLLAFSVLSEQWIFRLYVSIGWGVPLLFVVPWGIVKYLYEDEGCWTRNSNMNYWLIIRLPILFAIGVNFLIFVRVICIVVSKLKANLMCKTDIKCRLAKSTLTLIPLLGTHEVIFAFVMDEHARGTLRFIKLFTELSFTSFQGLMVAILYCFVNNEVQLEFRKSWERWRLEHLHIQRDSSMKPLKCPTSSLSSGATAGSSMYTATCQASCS
#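 Inverse agonists were sought by their lowering of basal cAMP reporter luciferase output in HEK293 cells stably carrying constitutively active human GLP-1R, after 24 h compound treatment.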
# PTHR1 agonist – qHTS for PTHR1 Agonists: Primary Screen; HEK293 GP2 PTHR1 cells, GloSensor cAMP luminescence, 1 h; Potency, µM (top dose mostly 115 µM), inactives show top-dose activation, usual class: activators; 0.075% of 410,000 active; AID 743266, 2014; also: nearly all actives have a fitted effect of over 55% in size; some results filed as inactive show a strong effect at the top dose; inactives centre near -15; many of its hits are not listed in these tables
# Target sequence (Q03431 whole entry, looked up): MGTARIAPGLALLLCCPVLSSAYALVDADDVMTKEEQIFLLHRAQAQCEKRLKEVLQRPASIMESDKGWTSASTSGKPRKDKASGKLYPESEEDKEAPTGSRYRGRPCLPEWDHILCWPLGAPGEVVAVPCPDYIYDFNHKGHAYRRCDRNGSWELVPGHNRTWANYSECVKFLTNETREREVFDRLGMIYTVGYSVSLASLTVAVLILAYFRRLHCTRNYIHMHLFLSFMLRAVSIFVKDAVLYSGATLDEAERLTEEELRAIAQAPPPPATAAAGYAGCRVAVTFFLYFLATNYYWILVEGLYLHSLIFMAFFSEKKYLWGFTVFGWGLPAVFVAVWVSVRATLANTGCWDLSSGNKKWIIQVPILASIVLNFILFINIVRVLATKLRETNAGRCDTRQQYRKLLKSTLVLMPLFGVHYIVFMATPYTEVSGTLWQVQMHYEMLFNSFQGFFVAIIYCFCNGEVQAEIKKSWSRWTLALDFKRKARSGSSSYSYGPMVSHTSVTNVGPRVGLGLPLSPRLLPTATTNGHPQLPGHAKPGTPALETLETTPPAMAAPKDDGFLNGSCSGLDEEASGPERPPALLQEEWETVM
#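 HEK-293-derived GP2 cells expressing PTHR1 and a GloSensor cAMP reporter, 3,000/well, plated overnight, given luciferin plus IBMX (each 0.5 mM as added) for 1 h at 37 °C, then compound for 1 h at 37 °C. Luminescence was read after 15 min at room temperature.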
# Active calls of the source: *; i = inactive; ? = inconclusive; [ ] = remark or other dose. Calls follow the shape of the dose curve; as a rule, active = well fitted curve in the direction sought with a large enough effect; inconclusive = small, poorly fitted or top-dose-only effect, or another doubt; inactive = no such curve, though single readings can be large; an effect the other way counts as inactive or inconclusive. Potency is read from the fitted curve at half-maximal effect.
# Under each structure: GLP1R cytotox, GLP1R inv ag, PTHR1 agonist
Cn1c(SCc2ccc(F)cc2)nc2ccc(C(=O)NCc3ccc(Cl)cc3)cc21
  -1%, ?, -13%
CCn1cc(S(=O)(=O)c2ccccc2)c(=O)c2cc(F)c(N3CCN(c4ccccc4)CC3)cc21
  16%, 10%, 23%
CCCCc1ccc(NC(=O)CSc2nc3ccccc3nc2N2CCOCC2)cc1
  3%, 10%, -3%
CCOC(=O)c1c(NC(=O)c2cc(-c3ccccc3)on2)sc2c1CCCC2
  0%, -1%, i
CCN(Cc1ccccc1)C(=O)Nc1ccc2c(c1)N(C)C(=O)c1ccccc1S2
  1%, 9%, -81%[inhibitor]
CCc1cccc(CC)c1NC(=O)Cc1csc(C)n1
  -8%, 14%, 28%
Cc1cc2n(n1)CCC(=O)N2Cc1ccc(C(=O)Nc2ccc(Br)c(C)c2)cc1
  -25%, -10%, -59%[inhibitor]
Cc1ccc(C)c(NC(=O)/C(C#N)=C/c2ccc(C(C)C)cc2)c1
  1%, ?, -27%
O=C(c1cccc([N+](=O)[O-])c1)N1CCN(CCc2ccncc2)CC1
  4%, 0%, -15%
Cc1sc(NC(=O)C2c3ccccc3Oc3ccccc32)c(C(=O)OC(C)C)c1C
  -2%, 5%, -9%
CCc1ccc(S(=O)(=O)c2nnn3c2nc(NCCC(C)C)c2cc(Cl)ccc23)cc1
  21%, 7%, -7%
N#Cc1ccc(CSc2nc3c(c(=O)[nH]2)CCC3)cc1
  -10%, -1%, -15%
COc1ccc2c(c1)CC(C(=O)Nc1ccc(Br)c(C)c1)CO2 (centres undefined)
  -4%, 10%, -17%
CCCCN(CC)C(=O)CSc1nc2n[nH]c(C)c2c(=N)n1-c1ccc(CC)cc1
  -27%, ?, -15%
Cc1oc2ncnc(N3CCCCC3)c2c1C(=O)NCC1CCN(Cc2cccc(F)c2)CC1
  -8%, ?, i
COc1cc(OC)cc(C(=O)Nc2cc(-c3nc4ccccc4s3)ccc2OC)c1
  9%, 2%, -16%
COc1cccc(CNC(=O)c2ccc3c(c2)nc2n3CCCCC2)c1OC
  -4%, 4%, -21%
COc1ccc(Cn2c(SCC(=O)NCc3ccccc3)nc3ccccc32)cc1
  -27%, ?, -14%
Cc1c(CNC2CCCCC2)c(C(=O)O)c(C)n1Cc1ccccc1F
  11%, -4%, i
CCc1cccc(NC(=O)Cn2c(C(=O)OC)cc3sc(Cl)cc32)c1
  -10%, 16%, i
Cc1ccc(CN2CCc3nc(N4CCN(c5ncccn5)CC4)ncc3C2)cc1
  -16%, -4%, -91%[inhibitor]
COc1ccc(-c2nc3scc(CCNC(=O)Cc4ccc(F)cc4)n3n2)cc1
  -7%, -24%, -5%
Cc1ccc2[nH]c(=O)c3cc(C(=O)NC4CCC(C)CC4)sc3c2c1 (centres undefined)
  9%, -13%, -22%
CCOc1ccc(NC(=O)c2cc(C)nc3c2c(C)nn3-c2ccc(C)cc2)cc1
  -4%, -16%, i
Cc1ccc(CC(=O)NCc2nc(-c3ccccc3)no2)cc1
  9%, 0%, -14%
CC(C)c1nn2c(=O)cc(COC(=O)c3ccco3)nc2s1
  1%, 12%, i
COC(=O)c1c(C)oc2ccc(N(C(=O)c3ccncc3)S(=O)(=O)c3cc(C)c(C)cc3C)cc12
  -12%, ?, -40%[inhibitor]
COCC(=O)N1c2nc(C(C)C)nn2C2(CCCCC2)[C@@H]2CCCC[C@@H]21
  -2%, -3%, i
Cc1c(O)nc(SCC(=O)Nc2ccc(Cl)cc2Cl)n(-c2ccc(F)cc2)c1=O
  -4%, -23%, -34%[inhibitor]
COc1cc(Cl)c(NC(=O)C2CCN(S(=O)(=O)c3c(C)noc3/C=C/c3ccccc3F)CC2)c(OC)c1
  5%, 6%, -12%
CCn1c(=O)n(CC)c2cc(N3CCCCC3)c(NC(=O)Nc3cc(Cl)ccc3OC)cc21
  -16%, -21%, 7%
CCCCN(C)CCCNC(=O)C1CCN(S(=O)(=O)CC)CC1
  2%, 3%, -30%
COC(=O)c1scc(-c2ccccc2)c1S(=O)(=O)Nc1ccc(C)c(Cl)c1
  -14%, ?, -12%
CCN(CC)S(=O)(=O)c1ccc(NC(=O)[C@H](CSCc2ccccc2)N2Cc3ccccc3C2=O)cc1
  -2%, 16%, i
CCOc1ccccc1Oc1nc(C)nc2c1oc1ccccc12
  ?, ?, -9%
COc1cccc(N2CC(NC(=O)c3ccc(S(=O)(=O)N4CCCCC4)cc3)CC2=O)c1 (centres undefined)
  -2%, -6%, -3%
Cc1cccc(CNC(=O)c2ccc(NC(=O)N3CCSc4ncccc43)cc2)c1
  0%, 11%, -2%
COc1ccc(OC)c(N(CC(=O)NCc2ccccc2)S(=O)(=O)c2ccccc2)c1
  -2%, 14%, i
Cc1nn(-c2ccc(N3CCOCC3)nn2)c(C)c1CCC(=O)NCc1ccc(OC(C)C)cc1
  5%, 4%, -15%
COc1ccc(N2CCN(S(=O)(=O)c3ccc(-c4cc(C(F)(F)F)on4)s3)CC2)cc1
  11%, 3%, i
CCOC(=O)c1c(C)oc2ccc(N(C(=O)Oc3ccccc3)S(=O)(=O)c3ccc(CC)cc3)cc12
  -21%, ?, i
CC(C)COc1ccc(C(=O)N2CCCCC2CCN2CCOCC2)cc1 (centres undefined)
  1%, 3%, -18%
O=C(NCC(c1ccco1)S(=O)(=O)c1cccs1)c1ccccc1F (centres undefined)
  -2%, 11%, i
CCOC(=O)c1noc2nc(C)n(CC(=O)Nc3cccc(OC)c3)c(=O)c12
  0%, 3%, -7%
Cc1ccc(CN2CCC(CNC(=O)c3cnn(-c4ccc(C)cc4)c3C3CCN(C(=O)OC(C)(C)C)CC3)CC2)cc1
  8%, 11%, -17%

# Next part:
canonical_smiles | GLP1R cytotox | GLP1R inv ag | PTHR1 agonist
Cc1ccc(-c2nnc(SCCOc3ccccc3)o2)cc1 | 10% | 10% | -58%[inhibitor]
COC(=O)c1ccc(NC(=O)Cc2coc3cc(C)ccc23)cc1 | -6% | ? | -62%[inhibitor]
Cc1ccc(CNC(=O)c2ccc3c(c2)CCN3S(=O)(=O)c2ccccc2)cc1 | -20% | -33% | -32%
Cc1c(NC(=O)c2sc3ccccc3c2Cl)cccc1-c1nc2ccccc2o1 | 2% | 6% | i
CC(C)OCCCNC(=O)c1ccc(Cn2c(=O)c3cccn3c3cccnc32)cc1 | -1% | 7% | i
COc1ccc(C)cc1NS(=O)(=O)c1ccc2oc(=O)c3ncn(C)c3c2c1 | -5% | 4% | -65%[inhibitor]
CCOC(=O)c1c(C)[nH]c(C)c1S(=O)(=O)N(C)CC(=O)Nc1ccc(C)c(N(C)C)c1 | -12% | -7% | -9%
O=C(COc1ccccc1)Nc1ccc2nc(SCC(=O)N3CCc4ccccc43)sc2c1 | 8% | -5% | -93%[inhibitor]
CCCCOc1ccc(S(=O)(=O)Nc2ccc(-c3ccc(N4CCCCC4)nn3)cc2)cc1 | 7% | ? | -25%
COc1ccc(CNC(=O)Cn2c(-c3ccccc3)cc(C(C)=O)c2C)cc1OC | 0% | -1% | -19%
Cc1ccc(C)c(Nc2nc3c(S(=O)(=O)c4ccc(C(C)C)cc4)nnn3c3ccsc23)c1 | 21% | 31% | -4%
Cc1nn(-c2ccc(N3CCCCC3)nn2)c(C)c1CCC(=O)NCc1ccccc1F | 0% | 1% | 10%
Cc1ccc(S(=O)(=O)NCC(c2ccc(N(C)C)cc2)N2CCc3ccccc32)cc1 (centres undefined) | 7% | 1% | -6%
O=C(COc1ccccc1[N+](=O)[O-])N(Cc1ccco1)c1ccccn1 | 5% | 17% | i
Cc1cn(C)c(CC(=O)Nc2cccc(Cl)c2C)c1C(=O)O | -3% | 16% | -16%
Cc1cccc(-n2cc(-c3ccccc3)c3c(NC(C)C)ncnc32)c1 | -1% | ? | -35%[inhibitor]
CC(=O)Nc1ccc(-n2c(CCC(=O)O)ccc2-c2ccc(Br)cc2)cc1 | 1% | -15% | -20%
COc1ccccc1N1CCN(c2cc(C)nc3nc(-c4ccc(Cl)cc4)nn23)CC1 | 6% | 6% | i
Cc1ccc(S(=O)(=O)N2CCc3cc(C(=O)N(C)Cc4ccccc4)ccc32)cc1 | -6% | ? | -31%[inhibitor]
O=C(Cn1cnc2c(oc3ccccc32)c1=O)Nc1ccc(OC(F)(F)F)cc1 | 8% | 10% | -12%

# Entries of single compounds from above. Order of values: GLP1R cytotox | GLP1R inv ag | PTHR1 agonist
# Record of COc1ccc(N2CCN(S(=O)(=O)c3ccc(-c4cc(C(F)(F)F)on4)s3)CC2)cc1 → 11% | 3% | i
# Record of COc1ccc(C)cc1NS(=O)(=O)c1ccc2oc(=O)c3ncn(C)c3c2c1 → -5% | 4% | -65%[inhibitor]
# Record of O=C(COc1ccccc1[N+](=O)[O-])N(Cc1ccco1)c1ccccn1 → 5% | 17% | i
# Record of CCn1cc(S(=O)(=O)c2ccccc2)c(=O)c2cc(F)c(N3CCN(c4ccccc4)CC3)cc21 → 16% | 10% | 23%
# Record of COc1ccc(OC)c(N(CC(=O)NCc2ccccc2)S(=O)(=O)c2ccccc2)c1 → -2% | 14% | i

# Next structures.
canonical_smiles | GLP1R cytotox | GLP1R inv ag | PTHR1 agonist
COc1cc(C(=O)OCc2cc(=O)n3nc(C4CCCCC4)sc3n2)cc(OC)c1OC | 2% | -15% | -17%
Cc1ccc(CNC(=O)C2CCCN(c3nn4cc(-c5ccc(C)cc5)nc4s3)C2)cc1 (centres undefined) | -4% | 5% | -25%
COc1cccc(-c2cc(C(=O)Nc3ccc(OC)cc3OC)no2)c1 | -8% | 5% | i
Cc1ccc(S(=O)(=O)Nc2cc3c(cc2Cl)n(C)c(=O)c(=O)n3C)cc1 | -9% | -21% | i
CCCN(C(=O)Cn1c(=O)oc2cc(Cl)ccc21)c1ccc(C(C)C)cc1 | 5% | -17% | i
Cc1cccc(NC(=O)Cc2csc(COc3cccc(C)c3)n2)c1 | 1% | ? | i
Cc1nc2c(c(SCC(=O)Nc3ccccc3C(F)(F)F)n1)CCC2 | -2% | 2% | -36%[inhibitor]
N#Cc1ccc(NC(=O)COCc2cc(-c3ccco3)on2)cc1 | 2% | 2% | -5%
Cc1ccc(NC(=O)c2cccc3c(=O)c4c([nH]c23)CCCC4)c(C)c1 | -7% | ? | i
COc1cccc(CNS(=O)(=O)c2c(C(=O)N3CCC(C)CC3)c(C)n(C)c2C)c1 | -5% | -4% | 0%

# Three structures out of the list, ordered by SMILES length, smallest number first:
canonical_smiles | GLP1R cytotox | GLP1R inv ag | PTHR1 agonist
N#Cc1ccc(NC(=O)COCc2cc(-c3ccco3)on2)cc1 | 2% | 2% | -5%
CCCN(C(=O)Cn1c(=O)oc2cc(Cl)ccc21)c1ccc(C(C)C)cc1 | 5% | -17% | i
COc1cc(C(=O)OCc2cc(=O)n3nc(C4CCCCC4)sc3n2)cc(OC)c1OC | 2% | -15% | -17%

# (listing goes on)
canonical_smiles | GLP1R cytotox | GLP1R inv ag | PTHR1 agonist
Cc1nnc(N2CCC(C(=O)NCc3ccc(F)cc3)CC2)c2nn(-c3ccc(Cl)cc3)c(C)c12 | 7% | 22% | ?
Cc1cccc(NC(=O)CN2C(=O)CSc3ccc(S(=O)(=O)N4CCCC4)cc32)c1C | -18% | 5% | i
O=C(c1cccs1)c1cn(CCOc2ccc(Cl)cc2)c2ccccc12 | 0% | 2% | i
CCOC(=O)C1CCN(c2csc3ccc(C)cc3c2=O)CC1 | -2% | 0% | -21%
CCCNC(=O)c1c(C)nn(-c2cccc(C)c2)c1-n1cccc1 | 4% | ? | i
COc1ccc(NC(=O)C2COc3ccccc3C2)cc1Cl (centres undefined) | -28% | ? | i
CCc1c(CN2CCN(c3cccc(C)c3)C(C)C2)csc1C (centres undefined) | -21% | -26% | i
CCCOc1ccc(C(=O)Nc2ccc3oc(-c4ccc5ccccc5c4)nc3c2)cc1 | 0% | 6% | -39%
Cc1ccc(-n2nc(C)c3nc(CCC(=O)Nc4ccc(F)cc4)c(=O)n(C)c32)cc1 | -1% | 2% | ?
Cc1ccc(NC(=O)CSc2nnc3scc(-c4ccccc4)n23)cc1 | 6% | 25% | -3%
CCOC(=O)C1CCCN(C(=O)Cn2c(=O)cc(C)c3c(C)nn(C)c32)C1 (centres undefined) | -5% | -6% | -31%[inhibitor]
CCOc1ccc(-c2ncnn2-c2sc3c(c2C#N)CCCCC3)cc1 | -4% | 5% | -17%
Cn1c(=O)c(=O)n(C)c2cc(NS(=O)(=O)c3ccc(Br)cc3)c(Cl)cc21 | -7% | -14% | -13%
COc1ccc2c(c1)CC(C(=O)NCCN1CCN(c3cccc(Cl)c3)CC1)CO2 (centres undefined) | -2% | ? | -8%

# These rows are one share of the data; rates above refer to the full screens.
